Assay outcomes: PubChem BioAssay, The Scripps Research Institute Molecular Screening Center
MITF primary – blocks human microphthalmia-associated transcription factor; O75030; AlphaScreen MITF homodimerization, bead proximity signal; inhibition, % at 2.6 µM; 650,000 compounds, 0.91% hits; AID 1259374; in the data active means inhibition above about 50%;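 further: 0% = vehicle wells with protein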
Target sequence (O75030 whole entry, looked up): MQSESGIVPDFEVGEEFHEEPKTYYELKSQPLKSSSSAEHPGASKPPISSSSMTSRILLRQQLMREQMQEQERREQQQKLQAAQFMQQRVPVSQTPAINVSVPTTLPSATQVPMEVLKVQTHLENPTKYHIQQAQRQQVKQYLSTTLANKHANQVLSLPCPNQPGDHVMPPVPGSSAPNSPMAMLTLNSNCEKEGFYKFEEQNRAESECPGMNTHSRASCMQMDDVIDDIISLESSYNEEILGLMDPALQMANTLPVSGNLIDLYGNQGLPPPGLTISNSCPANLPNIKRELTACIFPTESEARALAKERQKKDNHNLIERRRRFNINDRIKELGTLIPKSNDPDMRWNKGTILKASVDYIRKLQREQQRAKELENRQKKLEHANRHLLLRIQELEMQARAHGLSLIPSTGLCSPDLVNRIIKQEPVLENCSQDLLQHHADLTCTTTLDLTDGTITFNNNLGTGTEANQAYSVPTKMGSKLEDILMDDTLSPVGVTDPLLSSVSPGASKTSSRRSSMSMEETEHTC
GPR151 activ – activators of human GPR151; 650,000 compounds, 1% hits; Q8TDV0; activation, % at 11.2 µM; PathHunter beta-arrestin GPR151 cells, luminescence; in the data active means activation above about 4.9%;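 further: 0% = median of compound wells and 100% = cells with positive control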
Target sequence (Q8TDV0 whole entry, looked up): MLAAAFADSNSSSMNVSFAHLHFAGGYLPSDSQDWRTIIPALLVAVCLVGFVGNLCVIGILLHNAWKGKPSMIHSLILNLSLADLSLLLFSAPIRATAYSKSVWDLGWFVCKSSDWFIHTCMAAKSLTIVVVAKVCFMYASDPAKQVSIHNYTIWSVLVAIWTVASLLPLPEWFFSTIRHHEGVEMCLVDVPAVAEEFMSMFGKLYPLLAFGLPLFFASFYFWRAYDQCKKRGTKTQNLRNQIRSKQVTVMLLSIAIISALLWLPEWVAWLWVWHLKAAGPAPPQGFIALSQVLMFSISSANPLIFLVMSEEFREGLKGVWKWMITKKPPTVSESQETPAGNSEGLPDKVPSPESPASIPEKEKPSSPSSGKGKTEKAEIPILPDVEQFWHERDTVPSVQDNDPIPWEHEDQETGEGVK
FBW7 act – human FBW7 E3 ligase activation, primary screen | Q969H0 | AlphaScreen FBW7–phospho-cyclin E peptide binding, activator screen | normalized activity (activation), % at 26.1 µM | 650,000 compounds, 0.13% hits; in the data active means normalized activity above about 1.9%;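 further: purified mutant Fbw7 with reduced substrate affinity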
TEAD-YAP block – TEAD-YAP interaction inhibition. HEK-TIYL cells, TEAD-Gal4/YAP UAS-luciferase luminescence. 640,000 compounds, 1.4% hits. inhibition, % at 9.12 µM. AID 1259422; in the data active means inhibition above about 32%;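 further: 0% = median of test compound wells and 100% = reference inhibitor wells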
An asterisk follows results filed as active; · = no result given; & = joins results of further samples.

The opening 2 compounds, ahead of the listing:
SMILES | MITF primary | GPR151 activ | FBW7 act | TEAD-YAP block
O=C(c1ccc(Cl)cc1)c1cc([N+](=O)[O-])ccc1N1CCC(Cc2ccccc2)CC1 | 2 | -2.5 | -0.1 | -40
CCNCCNc1ccc([N+](=O)[O-])c2cccnc12 | 13 | -1.5 | -0.3 | 9

This part in full, repeating the preview:
SMILES | MITF primary | GPR151 activ | FBW7 act | TEAD-YAP block
O=C(c1ccc(Cl)cc1)c1cc([N+](=O)[O-])ccc1N1CCC(Cc2ccccc2)CC1 | 2 | -2.5 | -0.1 | -40
CCNCCNc1ccc([N+](=O)[O-])c2cccnc12 | 13 | -1.5 | -0.3 | 9
CC(=O)N1CN2CN(C1)CN(C(C)=O)C2 | 10 | 0.2 | 0.1 | -8
CCC(Br)(CC)C(=O)NC(N)=O | 20 | -2.9 | 0.4 | 8
COc1cccc(CCNCc2cc(OC)c(OC)cc2[N+](=O)[O-])c1 | 25 | 8.4* | 0.0 | 6
CCOc1ccc(N2C(=O)/C(=C/c3ccc(C)o3)C(=O)NC2=S)cc1 | 14 | 1.3 | -0.2 | -1
CN(C)[C@@H]1C(=O)C(C(N)=O)=C(O)[C@@]2(O)C(=O)C3=C(O)c4c(O)ccc(Cl)c4[C@@](C)(O)[C@H]3C[C@@H]12 | -5&1 | -0.9&-0.1 | -0.2&-0.3 | -13&3
Cn1ccnc1C1(O)CC2CCC(C1)N2CC(=O)N1c2ccccc2Sc2ccccc21 (configuration not stated) | -5 | 0.8 | -0.2 | 1
N/C(=N\[N+](=O)[O-])N1CCN(C(=O)c2ccc(Cl)c([N+](=O)[O-])c2)CC1 | 12 | -0.2 | 1.3 | 6
C#CCN1C2CCC1CC(O)(c1ccccc1F)C2 (configuration not stated) | 14 | -0.9 | -0.2 | 2
Cc1cc(N2C(=O)C3CCCN3C2c2ccccc2)no1 (configuration not stated) | 4 | -0.8 | 0.0 | 2
CCN1CCN(C(=O)COc2ccc3c(c2)C(=O)CC(C)(C)O3)CC1 | 5 | 0.1 | -0.2 | -2
Brc1cccc(C2C=C(c3cccnc3)Nc3ncnn32)c1 (configuration not stated) | 7 | -0.2 | -0.2 | -5
CCOc1ccccc1CN1CCN(CC)CC1 | 10 | -0.8 | 0.0 | 0
O=C1CC(=O)N(Cc2ccc(F)cc2)C(=O)N1 | 17 | -0.8 | 0.2 | 0
COc1ccc(OC(=O)N(C)c2ccccc2)cc1 | 10 | 0.4 | 0.1 | -20
N#Cc1ccc(NC(=O)c2ncoc2-c2cccc(Cl)c2)cc1Cl | 1 | 0.6 | 0.1 | -4
Cc1ccc(N2Cc3ccccc3C2=N)cc1Cl | 14 | -5.4 | 0.1 | -29
CCOC(=O)c1c(C)[nH]c(C)c1C(=O)C(Cc1ccccc1)N(C)C (configuration not stated) | 2 | -1.0 | 0.0 | 1
CCCC(=O)O[C@@H]1[C@@H](C)[C@@]2(O)[C@@H](C=C(CO)C[C@]3(O)C(=O)C(C)=C[C@@H]23)[C@@H]2C(C)(C)[C@]12OC(=O)CCC | 6&2 | 2.6&1.9 | -0.1&-0.1 | -24&-26
Cc1ccc(NC(=O)CCc2nc(C3=CCN(C)CC3)no2)c(Cl)c1 | 22 | 2.1 | 1.2 | 0
FC(F)(F)c1ccc2c(c1)nnn2C1CCN(Cc2nnnn2Cc2ccccc2)CC1 | -12 | -1.4 | 0.2 | -12
CCN(CC)CCO[C@H]1CC[C@@]2(C)C(=CCC3C2CC[C@]2(C)C(=O)CCC32)C1 (some centres not stated) | -8 | -0.1 | 0.1 | ·
NC(=O)C1CCN(C2(n3nnc4ccccc43)CCCCC2)CC1 | 13 | -1.4 | 0.2 | -10
Cc1c(C)c(C)c2c(CC(C)N)c[nH]c2c1C (configuration not stated) | 19 | 2.6 | 0.1 | 2
COc1cccc(CCNCc2ccccc2[N+](=O)[O-])c1 | 41 | 0.0 | 0.5 | -12
Cc1occc1C(=O)N1CCC2(CC1)OCCO2 | 3 | -1.1 | -0.1 | 16
N/C(=N\[N+](=O)[O-])N/N=C\c1ccc(-c2ccccc2C(=O)O)o1 | 2 | 1.1 | -0.1 | 14
COc1ccc(C(=O)CN2C(=O)CN=C(c3ccc(OC)cc3)c3cc(C)sc32)cc1 | 18 | -0.3 | 0.1 | 3
CC(C)(C)C(C(Oc1ccc(Cl)cc1)n1cncn1)n1nnnc1C1(N)CCCCC1 (configuration not stated) | -2 | -1.5 | -0.2 | -9
CCC(C)N1CCN(Cc2cccc(C)c2)CC1 (configuration not stated) | 37 | 0.7 | 0.0 | -1
CCN1CCN(Cc2ccc(Cl)c(Cl)c2)CC1 | -13 | 0.7 | -0.2 | 1
CCCCC/C=C\C/C=C\C/C=C\C/C=C\CCCC(=O)Nc1ccc(O)cc1 | -8&-15&9 | 0.0&0.4&-1.0 | 0.0&1.1 | -12
O=C(O)CSc1ccc2nonc2c1[N+](=O)[O-] | 48 | 2.1 | -0.1 | 5
CC1(C)C(c2ccccn2)=[N+]([O-])C(c2cccnc2)N1O (configuration not stated) | 24 | -0.5 | 0.3 | 5
Cc1ccc2sc(N(CCN3CCOCC3)C(=O)COc3ccccc3)nc2c1C | -12 | -0.6 | 0.0 | -48
COC(=O)C1C2c3ccccc3OC1(C)N=c1s/c(=C/c3cnn(C)c3C)c(=O)n12 (configuration not stated) | 1 | 3.3 | -0.1 | 18
CN1C2CCC1CC(OC(=O)C1CCC(C(=O)OC3CC4CCC(C3)N4C)(c3ccccc3)c3ccccc31)C2 (configuration not stated) | 8 | 0.2 | -0.2 | 2
CN1CCN(Cc2ccc(N(C)C)cc2)CC1 | -40 | 0.7 | -0.4 | -6
COc1ccc(C(C#N)C(C)=O)cc1OC (configuration not stated) | 16 | -0.5 | 0.1 | 2
CC(Cc1ccccc1)[n+]1cc(NC(=NCc2ccccc2)N(C)C)on1 (configuration not stated) | 3 | 2.2 | 0.0 | 30
O=[N+]([O-])c1cc([As](=O)(O)O)ccc1O | -18&36 | 1.6&0.3 | 0.2&0.2 | -5
CC(C)=CCOc1cc(C)cc2oc(=O)c3c(c12)CCCC3 | -1 | 1.3 | 0.0 | 1
CCN1C(=S)NC2c3cccc(OC)c3OC1(C)C2C(=O)OC (configuration not stated) | 1 | 3.7 | -0.2 | -6
CC(=O)c1ccc(N2CCNCC2)cc1 | 5 | -0.9 | 0.6 | 3
Clc1ccc(Cn2ccnc2)cc1Cl | -5 | -0.8 | -0.2 | -1
OC(Cc1nc2ccccc2s1)C(Cl)(Cl)Cl (configuration not stated) | 13 | 1.4 | -0.1 | -24
CCc1c(C(=O)NCc2cn(C)nc2C)c(=O)cc(C)n1CCN1CCCCC1 | -10 | -1.3 | -0.1 | 2
Cc1ccc(S(=O)(=O)N2CC2c2ccccc2)cc1 (configuration not stated) | 3 | 0.2 | 0.1 | 3
O=[N+]([O-])c1ccc(N2CCNCC2)cc1N1CCCCC1 | 3 | 0.2 | -0.1 | -2
COc1cc(OC)nc(N2CCNCC2)n1 | 22 | -1.1 | 0.1 | 8
CCN1CCN(Cc2ccc(Cl)cc2Cl)CC1 | 7 | 0.3 | 0.1 | -9
NCC(=O)c1ccccc1 | 19 | 1.1 | 0.0 | -16
O=c1cccc2n1CC1CC2CN(Cc2cc(F)ccc2F)C1 (configuration not stated) | 0 | 0.9 | 0.0 | 2
c1cc2c(cc1CCNC1CC3CCC1C3)OCO2 (configuration not stated) | 16 | -1.4 | -0.1 | 0
CCOc1ccc2c(c1)c(C(C)=O)c(C)n2Cc1ccco1 | 8 | -0.3 | 1.0 | -14
Cc1ccc2c(c1)CNc1ccccc1O2 | 6 | 5.2* | 0.1 | -5
CC(C)(C)n1cc(C(=O)c2ccccc2O)cn1 | 9 | 1.2 | 0.0 | -35
Cc1ccc(N2C(=O)c3cc(N(C)C)ccc3P2(=O)N2CCOCC2)cc1 (configuration not stated) | 18 | 0.1 | -0.1 | -25
COc1ccc(N2C(=O)/C(=C\c3cccs3)C(=O)NC2=S)cc1 | 20 | -2.5 | 0.0 | 3

(list continues)
SMILES | MITF primary | GPR151 activ | FBW7 act | TEAD-YAP block
CC1(C)C(C(=O)N2CCC3(CC2)CC3C(=O)NCCCc2ccncc2)C1(C)C (configuration not stated) | 16 | -0.1 | 0.0 | 14
N#CCCn1cc(C(=O)O)c(-c2ccc(Br)cc2)n1 | -1 | -1.0 | 0.0 | 9
O=c1cccc2n1CC1CC2CN(Cc2ccc(-c3ccccc3)cc2)C1 (configuration not stated) | 0 | 0.7 | -0.2 | 2
O=[N+]([O-])c1ccc(N2CCCCC2)c(F)c1Br | -11 | -0.2 | -0.2 | 0
O=c1cccc2n1CC1CC2CN(Cc2ccc(Cl)cc2Cl)C1 (configuration not stated) | 0 | -0.1 | 0.0 | 0
CN1CCN(Cc2ccc(F)c(Br)c2)CC1 | 80* | 0.0 | 0.5 | -1
CC(Cc1ccccc1)NC(=O)NC(=O)Cc1ccccc1 (configuration not stated) | 1 | -0.1 | 0.0 | -2
CC1=C(O)C(=O)C=C2C1=CC=C1[C@@]2(C)CC[C@@]2(C)[C@@H]3C[C@](C)(C(=O)O)CC[C@]3(C)CC[C@]12C | -13&6 | -0.7&1.0 | 0.0 | 43*
Nc1c([N+](=O)[O-])cc2[nH]c(=O)[nH]c2c1[N+](=O)[O-] | 11 | 0.1 | -0.2 | 7
O=C1CC(c2cnc[nH]2)C2(CCCCC2)O1 (configuration not stated) | 2 | 7.9* | 0.2 | -6
Cc1nc(C)n(-c2ccc(Nc3cc(-c4cn[nH]c4)c(F)cn3)cc2)n1 (tested in a mixture with another compound) | 9 | -0.1 | -0.1 | -8
COc1cc(/C=C/[N+](=O)[O-])c(Br)cc1OCc1ccccc1C#N | 1 | 0.9 | -0.1 | 10
N#CC(CCN1CCOCC1)(c1ccccc1)c1ccccc1 | 30 | -0.2 | 0.4 | 2
CCCOc1ccc2[nH]cc(C3=CCNCC3)c2n1 | -16 | -0.5 | -0.1 | ·
CC1CN(C)C(C)CC1n1[nH]c(=O)cc1N (configuration not stated) | -11 | 0.6 | -0.3 | -4
CNC(=O)Oc1cc2oc(=O)sc2cc1Cl | 3 | 0.9 | -0.5 | 7
C=C1[C@H]2CC[C@H]3[C@]4(C)C[C@H](O[C@H]5O[C@H](CO)[C@@H](OS(=O)(=O)O)[C@H](OS(=O)(=O)O)[C@H]5OC(=O)CC(C)C)C[C@@H](C(=O)O)[C@H]4CC[C@]3(C2)[C@H]1O | 10 | -2.5 | 0.0 | ·
CN1CCN(c2ccc([N+](=O)[O-])c(N3CCOCC3)c2)CC1 | -9 | -1.1 | -0.2 | 1
COc1c2c(cc3c1OCO3)CCN(C)C2 | 12 | 2.5 | 0.0 | -3
CCCCNC(=S)N1CC2CC(C1)c1cccc(=O)n1C2 (configuration not stated) | -1 | 1.4 | 0.0 | 3
CCOC(=O)C1C2NC(=S)N(c3ccccc3OC)C1(C)Oc1c(OCC)cccc12 (configuration not stated) | 16 | -1.1 | 0.0 | -1
Cc1ccc(C2NCCC3(O)CCCCC23)cc1 (configuration not stated) | 7 | -1.1 | 0.8 | 9
Cc1c(C)n(C)c2cc3c(C(F)(F)F)cc(=O)[nH]c3cc12 | -1 | 1.1 | 0.0 | 4
Clc1ccc(OCCCn2ccnc2)cc1 | -8 | -0.9 | 0.0 | 5

Reformatted: six of the compounds above
Values in the order – MITF primary	GPR151 activ	FBW7 act	TEAD-YAP block
- CC1CN(C)C(C)CC1n1[nH]c(=O)cc1N (configuration not stated)
→ -11	0.6	-0.3	-4
- CNC(=O)Oc1cc2oc(=O)sc2cc1Cl
→ 3	0.9	-0.5	7
- C=C1[C@H]2CC[C@H]3[C@]4(C)C[C@H](O[C@H]5O[C@H](CO)[C@@H](OS(=O)(=O)O)[C@H](OS(=O)(=O)O)[C@H]5OC(=O)CC(C)C)C[C@@H](C(=O)O)[C@H]4CC[C@]3(C2)[C@H]1O
→ 10	-2.5	0.0	·
- CN1CCN(c2ccc([N+](=O)[O-])c(N3CCOCC3)c2)CC1
→ -9	-1.1	-0.2	1
- COc1c2c(cc3c1OCO3)CCN(C)C2
→ 12	2.5	0.0	-3
- CCCCNC(=S)N1CC2CC(C1)c1cccc(=O)n1C2 (configuration not stated)
→ -1	1.4	0.0	3

More records
SMILES | MITF primary | GPR151 activ | FBW7 act | TEAD-YAP block
CCOc1cccc(C(O)CNC)c1 (configuration not stated) | -4 | 0.3 | -0.2 | 8
CCn1c(=O)n(CC2CS2)c2ccccc21 (configuration not stated) | -1 | 0.3 | -0.2 | -11
Cn1cc(C2N3CC4(C)CN2CC(C)(C3)C4)c2ccccc21 (configuration not stated) | 16 | -0.1 | 0.1 | -5
COCCOC(=O)C1=C(N)OC(COC)=C(C(=O)OC)C12C(=O)Nc1ccccc12 (configuration not stated) | 7 | 1.9 | 0.0 | 14
O=C1NCN(c2ccccc2)C12CCN(CC1COc3ccccc3O1)CC2 (configuration not stated) | 14&3 | -0.5&-0.6 | 0.1&0.1 | 1
CC(C)[C@H]1C(=O)O[C@@H]2CCN3CC=C(COC(=O)[C@](C)(O)[C@]1(C)O)[C@H]23 | 18 | -0.6 | 0.0 | 1
CCCCn1c(=O)c(C(=O)NCc2ccccc2F)c(O)c2ccccc21 | 5 | 3.0 | -0.1 | 7
O=C(C1CC(c2ccccc2F)=NO1)N1CCC2(CC1)OCCO2 (configuration not stated) | 8 | -0.6 | -0.1 | -38
O=C(c1nc(-c2ccncc2)no1)N1CCC2(CC1)OCCO2 | 13 | 2.4 | 0.4 | -1
CN1C(=O)N(C)C(=O)C(Cc2ccc(C#N)cc2)(Cc2ccc(C#N)cc2)C1=O | -2 | 0.3 | -0.1 | -7
CC(=O)Nc1ccc2c(c1)C(=O)c1cc(NC(C)=O)ccc1-2 | 15 | -1.0 | 0.1 | -43
COc1ccc(C)cc1CN1CCNCC1 | 3 | 1.8 | -0.1 | 8

Only part of the results is shown, so the mix of outcomes need not match the whole.
